# From PubChem
# AMA1 RON2 block: inhibitors of Plasmodium falciparum AMA1-RON2 interaction. AlphaScreen AMA1-biotinylated RON2 peptide binding. Potency, µM (top dose mostly 58.2 µM), inactives show at the top dose activity change, negative = inhibition, hits mostly inhibitors. actives 0.2% (n = 360,000). AID 720542;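 note: potency is the fitted concentration of half-maximal effect; 0% = vehicle wells and -100% = peptide control; nearly all actives have a fitted effect of over 45% in size; some results filed as inactive show a strong effect at the top dose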
#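 AMA1 (3D7) with his tag at 25 nM final met compounds first, then biotinylated RON2 peptide at 25 nM; detection used donor plus acceptor beads, 10 µg/mL apiece, read by AlphaScreen after 30 min at room temperature.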
# AmpC inh no detg: inhibitors of E. coli AmpC beta-lactamase without detergent | AmpC nitrocefin hydrolysis, absorbance 480 nm, 0.0001% Triton | actives 0.52% (n = 330,000) | Potency, µM (doses to about 57.1 µM), inactives show top-dose activity change, negative = inhibition, most hits filed as inhibitors;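 note: potency is the fitted concentration of half-maximal effect; plate controls were no compound for no effect and no enzyme for full effect; nearly all actives have a fitted effect of over 20% in size; some results filed as inactive show a strong effect at the top dose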
# Target sequence (P00811 whole entry, looked up): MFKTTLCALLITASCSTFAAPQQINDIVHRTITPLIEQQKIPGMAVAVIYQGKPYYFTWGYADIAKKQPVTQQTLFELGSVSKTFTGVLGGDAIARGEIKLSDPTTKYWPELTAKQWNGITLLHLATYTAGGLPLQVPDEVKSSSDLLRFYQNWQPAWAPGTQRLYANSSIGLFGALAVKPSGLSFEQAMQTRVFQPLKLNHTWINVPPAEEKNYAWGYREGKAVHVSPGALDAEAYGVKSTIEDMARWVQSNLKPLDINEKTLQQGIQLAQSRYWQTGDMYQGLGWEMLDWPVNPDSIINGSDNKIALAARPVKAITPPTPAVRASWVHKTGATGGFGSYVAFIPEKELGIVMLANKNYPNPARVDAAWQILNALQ
#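 20 mM phosphate pH 7.0 + 0.01% (detergent screen) or 0.0001% Triton X-100; 5.3 nM AmpC reagent; cpd preinc 15 min RT; nitrocefin (800 uM stock) to start; A480 q20 s × 4 min; Activity was normalised to no-enzyme and no-compound control wells.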
# CHX counter: counter-screen hit for Shiga toxin inhibitors, cycloheximide; max response, %; AID 2314; cell reporter, cycloheximide protein synthesis inhibition counterscreen; actives 12% (n = 300,000); in the data active = max response mostly above about 13%, no sharp cut-off; inactive = mostly below about 14%; note: read at 38.3 µM for the half of the compounds with a filed dose; 0% is about no effect
# HCMV antiviral: inhibitors of human cytomegalovirus; HFF cells, HCMV-luciferase reporter, 72 h; stronger effect = lower value; activity change, negative = inhibition, % at 57.5 µM; actives 4.5% (n = 410,000); AID 1259415; in the data active = activity change below about -60%; inconclusive = no clear call, values can overlap the other calls; inactive = above about -39%; note: % is set by controls: 0 for no effect and ±100 for the full control effect
#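 Screen run at 2 compound doses on HFFs infected with reporter HCMV, MOI 1 PFU/cell. Luciferase activity from cell lysates at 72 h post infection gave inhibition relative to buffer-only and Salinomycin wells.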
# Giardia FBPA inh: inhibitors of Giardia lamblia fructose-1,6-bisphosphate aldolase; actives 0.71% (n = 290,000); Potency, µM (series often up to 59.6 µM), without a hit: at the top dose activity, negative = inhibition, usual class: inhibitors; purified Giardia FBPA; note: potency is the fitted concentration of half-maximal effect; % is set by controls: 0 for no effect and ±100 for the full control effect; nearly all actives have a fitted effect of over 55% in size
# Target sequence (A8B2U2 whole entry, looked up): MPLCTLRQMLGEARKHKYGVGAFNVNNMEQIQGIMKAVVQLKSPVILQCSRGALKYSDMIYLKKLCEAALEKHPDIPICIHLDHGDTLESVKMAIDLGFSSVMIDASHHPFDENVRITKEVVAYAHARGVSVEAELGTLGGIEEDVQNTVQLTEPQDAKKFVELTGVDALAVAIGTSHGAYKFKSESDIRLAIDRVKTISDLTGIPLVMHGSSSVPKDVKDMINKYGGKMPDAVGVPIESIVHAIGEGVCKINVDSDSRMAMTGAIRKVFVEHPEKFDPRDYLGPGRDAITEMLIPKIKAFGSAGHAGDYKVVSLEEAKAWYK
#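 Giardia FBPA (40 nM reagent) was preincubated 10 min at RT with compound (up to 57.5 uM final), then substrate plus GAPDH/TPI/NAD/arsenate coupling system with diaphorase/resazurin was added; resorufin fluorescence (525/598 nm) was read after 20 min.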
# Shiga toxin inh: inhibitors of Shiga toxin in Vero cells; actives 9.2% (n = 290,000); inhibition, % at 38.7 µM; Vero cells, Shiga toxin protein synthesis inhibition reporter; AID 2315; in the data active = inhibition mostly above about 28%, no sharp cut-off; inactive = mostly below about 43%; note: 0% is about no effect
# AmpC inh detg: blocks E. coli AmpC beta-lactamase in detergent assay; actives 0.041% (n = 370,000); AmpC hydrolysis of nitrocefin, absorbance 480 nm, 0.01% Triton; Potency, µM (titrated, usually from 114 µM), for the others: at the top dose activity change, negative = inhibition, hits mostly inhibitors;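 note: potency is the fitted concentration of half-maximal effect; 0% = no-compound wells and -100% = no-enzyme wells; nearly all actives have a fitted effect of over 25% in size; some results filed as inactive show a strong effect at the top dose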
#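 AmpC (5.3 nM in the dispensed reagent) in 20 mM phosphate pH 7.0 with 0.01% (detergent screen) or 0.0001% Triton X-100 was preincubated with compounds for 15 min at room temperature. Nitrocefin was then added from an 800 uM solution, and hydrolysis was followed at 480 nm.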
# * = called active by the depositor; ? = inconclusive; . = not tested or not shown; & = joins results of further samples; [ ] = another dose, or the depositor's remark. Unless noted, calls come from the whole dose curve; as a rule, active = well fitted curve in the direction sought with a large enough effect; inconclusive = small, poorly fitted or top-dose-only effect, or another doubt; inactive = no such curve, though single readings can be large; an effect the other way counts as inactive or inconclusive.
# Start of the listing, in advance (two entries):
SMILES,AMA1 RON2 block,AmpC inh no detg,CHX counter,HCMV antiviral,Giardia FBPA inh,Shiga toxin inh,AmpC inh detg
COc1ccccc1NC(=O)N[C@@H](Cc1c[nH]c2ccccc12)C(=O)NN,26%,-25%,-2,-4,6%,2,1%
COc1ccc(CC(C)N2CCN(Cc3ccccc3)CC2)cc1OC (stereo not given),-5%,-5%,-1,.,-10%,-9,-14%

# All compounds of this part (from the top)
SMILES,AMA1 RON2 block,AmpC inh no detg,CHX counter,HCMV antiviral,Giardia FBPA inh,Shiga toxin inh,AmpC inh detg
COc1ccccc1NC(=O)N[C@@H](Cc1c[nH]c2ccccc12)C(=O)NN,26%,-25%,-2,-4,6%,2,1%
COc1ccc(CC(C)N2CCN(Cc3ccccc3)CC2)cc1OC (stereo not given),-5%,-5%,-1,.,-10%,-9,-14%
COc1ccc2cc(C(=O)c3ccccc3)c(=O)oc2c1,0%,-17%,45*,51,-3%,94*,-8%
OC(CNCCc1ccc(Cl)cc1)COCc1ccco1 (stereo not given),-4%,7%,-4,18,-10%,14,-17%
CCCCn1c(N)c(N(CC)C(=O)c2cccc(S(=O)(=O)N3CCCc4ccccc43)c2)c(=O)[nH]c1=O,-25%,128%[activator],.,7,.,.,-13%
Cc1cc(C(=O)OCC(=O)NCc2ccc(F)cc2)c2ccccc2n1,5%,-6%,.,128,.,.,?
CCCc1cc(=O)oc2c3c(cc(OCC(=O)NCc4ccncc4)c12)OC(C)(C)CC3,-1%,53%,-2,-39,13%,-3,-11%
COc1ccccc1N1CCN(S(=O)(=O)CCNC(=O)c2ccc(Br)o2)CC1,0%,42%,-5,3,6%,-17,-12%
CCOC(=O)c1cc(C)sc1NC(=S)Nc1ccccc1,52%[activator],-20%,-4,-3,1%,-17,12%
CC(=O)N1CCCc2cc(S(=O)(=O)N3CCCC(C)C3)ccc21 (stereo not given),-3%,0%,-5,-3,0%,-4,-7%
CCOC(=O)Cn1c(=O)oc2cc(S(=O)(=O)N(C)Cc3ccccc3)ccc21,-3%,0%,1,?,5%,-5,1%
Cc1oc(/N=C/c2c(O)ccc3ccccc23)c(C#N)c1C,.,-19%,-1,.,?,11,-14%

# 3 records picked at random from the list so far:
SMILES,AMA1 RON2 block,AmpC inh no detg,CHX counter,HCMV antiviral,Giardia FBPA inh,Shiga toxin inh,AmpC inh detg
COc1ccc(CC(C)N2CCN(Cc3ccccc3)CC2)cc1OC (stereo not given),-5%,-5%,-1,.,-10%,-9,-14%
OC(CNCCc1ccc(Cl)cc1)COCc1ccco1 (stereo not given),-4%,7%,-4,18,-10%,14,-17%
CC(=O)N1CCCc2cc(S(=O)(=O)N3CCCC(C)C3)ccc21 (stereo not given),-3%,0%,-5,-3,0%,-4,-7%

# More entries:
SMILES,AMA1 RON2 block,AmpC inh no detg,CHX counter,HCMV antiviral,Giardia FBPA inh,Shiga toxin inh,AmpC inh detg
Cc1ccc(NC(=O)c2sccc2C)cc1S(=O)(=O)N(C)C,5%,-23%,28*,79,-1%,46,-6%
O=C(O)C1[C@H]2C(=O)N(Cc3cccs3)C[C@]23C=C[C@H]1O3 (stereo not given in full),11%,-6%,-7,51,-1%,32,-8%
CS(=O)(=O)N(CC(=O)N1CCCC1)c1ccc2c(c1)OCCO2,6%,2%,-3,8,3%,-1,-3%
CCOC(=O)c1sc(NC(=O)CCN2CCN(C)CC2)c(C(=O)OCC)c1C,-14%,20%,-3,?,3%,-8,-2%
COC(=O)C1=C(C)N(CC2CC2)C(=NCc2cc(OC)c(OC)c(OC)c2)N[C@H]1c1ccccc1,8%,-22%&31%,-1&-1,.,-3%&4%,-2&-5,?
CC(=O)Cc1nsc(NC(=O)c2ccc(COc3ccccc3Cl)o2)n1,25%,-15%,-3,41,13%,-10,-8%
Cc1ccc2[nH]cc(CCNS(=O)(=O)c3ccc(F)cc3)c2c1,-1%,173%,-2,14,-7%,-2,-12%
COCC(=O)Nc1cc(C(=O)NCC(C)C)ccc1Cl,-6%,-16%,-2,-12,-5%,1,-9%
CCCNC(=O)CCC(=O)Nc1ncc(-c2ccc(C)cc2)n1C,102%[activator],-11%,25*,-21,17%,33*,-3%
CSCCC(NC(=O)c1cc(C)oc1C)C(=O)O (stereo not given),11%,-5%,-2,25,-1%,-20,-2%
COc1cccc(Cn2c(=O)oc3ccccc32)c1,10%,-18%,41*,34,6%,45*,2%
Cc1ccc(/C=C/C(=O)Nc2nnc(C)s2)o1,23%,-15%,8,37,5%,61*,0%
O=C(c1cccc(N2C(=O)C3CC=CCC3C2=O)c1)N1CCCCCC1 (stereo not given),4%,-7%,-3,10,3%,13,-7%
Cn1c(/C(C#N)=C/c2cccc(O)c2)nc2ccccc21,-10%,-18%,43*,-18,-5%,74,5%
CCc1ccc2oc(C(=O)N3CCN(C)CC3)cc(=O)c2c1,9%,-7%,-2,-13,14%,-12,-6%
COc1ccc(OC)c(-c2nnc(NC(=O)C(C)Sc3nncn3C)s2)c1 (stereo not given),6%,63%[activator],9,32,-1%,-5,?
CCc1nnc(NC(=O)c2cc(-c3ccc(C)o3)nc3ccccc23)s1,2%,38%,.,-2,.,.,14%
CCc1cc2ccccc2nc1SCC(=O)NC1CCCC1,-4%,-7%,-3,-34,-9%,-4,-3%
Cc1ccc2nc(SCC(=O)Nc3cccnc3Cl)[nH]c2c1,1%,-20%,.,-37,.,.,3%
COc1ccc(-c2noc(C(=O)NCc3ccccc3Cl)n2)cc1OC,-4%,43%,-3,-38,0%,25,-11%
CCOc1ccc(NC(=O)CCC(=O)NNC(=O)Nc2cccc(Cl)c2)cc1,0%,-5%,-6,5,-3%,-3,1%
CCN(CCS(=O)(=O)c1ccc(Cl)cc1)Cc1nc2ccccc2c(=O)[nH]1,12%[11.6 µM],-4%,.,?,.,.,.
O=C(NC(Cc1c[nH]c2ccccc12)C(=O)Nc1ccc(F)cc1)c1cccs1 (stereo not given),-1%,-27%,0,?,-4%,-9,?
CCOC(=O)N1CCN(CCC(=O)Nc2ccc(Br)cc2)CC1,-6%,41%,1,?,4%,-26,5%
CCOC(=O)CCCNC(=O)CN1C(=O)NC(CCc2ccccc2)C1=O (stereo not given),-2%,0%,-1,7,1%,-6,-14%
CC(=O)c1cccc(NC(=O)c2sc3nc4n(c(=O)c3c2C)CCCC4)c1,-11%,25%,11,-3,-1%,-2,?
CCc1ccc(C(=O)COC(=O)C(Cc2ccccc2)NC(=O)C2CCC(C)CC2)cc1 (stereo not given),0%,-23%,-3,76,.,10,-1%
Cc1cccc(C)c1NC(=O)CN(C)C(=O)[C@H](C)NC(=O)c1ccco1,-22%,-15%,.,4,.,.,6%
CCOc1cc(NC(=O)c2cccs2)c(OCC)cc1NC(=O)c1ccco1,-27%,-14%,1,31,0%,-16,-10%
O=[N+]([O-])c1cc(F)c2cccnc2c1O,-73%,9%,2,36,20µM*,19,-7%
COc1ccc(OC)c(NC(=O)CC2C(=O)NCCN2C(=O)c2ccccc2)c1 (stereo not given),3%,-4%,-5,11,11%,-4,0%
CN(CC(=O)NCC1CCCCC1)CC(=O)Nc1ccccc1Br,0%,82%[activator],.,26,.,.,4%
C[C@H](NC(=O)Cc1ccccc1)C(=O)N1CCC2(CC1)NCCc1[nH]cnc12,23%,-8%,-3,-26,.,-6,1%
O=C(Nc1ccccc1N1CCN(C(=O)c2ccccc2)CC1)c1ccc(Cl)cc1,-6%,4%,1,3,-5%,29,?
CCN(C(=O)CN1CCCCCC1)c1c(N)n(Cc2ccccc2)c(=O)[nH]c1=O,-5%,86%[activator],.,?,.,.,.
Cc1ccc(CCNC(=O)CCc2nc3ccccc3[nH]2)cc1,4%,-12%,7,-2,1%,-2,3%
COc1cccc(CNC(=O)C2CCCN(S(=O)(=O)c3c(C)noc3/C=C/N(C)C)C2)c1 (stereo not given),-10%,2%,-3,-30,.,-5,5%
O=C(Cc1cccs1)N1CCN(c2ccccn2)CC1,5%,-11%,2,18,1%,-2,?
O=C(Cn1nnc2ccccc21)c1ccc([N+](=O)[O-])cc1,-9%,-29%,5,8,-2%,13,0%
O=C(NC1CCSc2ccccc21)c1cc(S(=O)(=O)N2CCOCC2)ccc1Cl (stereo not given),-6%,0%,.,-1,.,.,-11%
O=C(CNC(=O)c1ccco1)OCC(=O)c1ccccc1Cl,11%,-11%,-3,30,2%,-3,-3%
C=CCc1cccc2cc(C(=O)Nc3cccc(C(=O)O)c3)c(=O)oc12,-3%,-20%,5,-10,2%,-6,3%
CCOC(=O)c1ccc(NC(=O)CCOc2ccc(OC)cc2)cc1,-10%,-15%,-2,3,1%,10,-4%
COCCn1c(C)cc(C(=O)COC(=O)c2ccccc2Br)c1C,-14%,10%,-3,-82*,-11%,-12,-2%
Cc1[nH]c2ccccc2c1/C=C(\C#N)C(=O)NCc1ccccc1,-11%,-8%,-1,8,0%,-11,-11%
CCOc1ccc(NC(=O)C(C)Sc2nnnn2C)cc1 (stereo not given),-4%,-16%,11*,53,0%,15,-12%
Cn1c(C(=O)NC2CC2)cc2c(=O)n(C)c3ccccc3c21,1%,-21%,7,55,-13%,16,?
CCN(CC)S(=O)(=O)c1ccc(C)c(NS(=O)(=O)c2cc(/C=C/C(=O)O)cc(OC)c2OC)c1,2%,-22%,1,18,11%,23,-15%
CCOC(=O)Cc1cnc(NC(=O)NC(C(=O)OCC)(c2ccccc2)C(F)(F)F)s1 (stereo not given),51%[activator],-8%,-3,31,-5%,-6,?
O=C(OCC(=O)N1CCCCCC1)c1ccc(Br)c(S(=O)(=O)N2CCOCC2)c1,-17%,78%[activator],.,-26,.,.,.
COc1ccccc1N(CC(=O)NC1CCCCC1)C(=O)Cn1nnc(-c2ccc(C)o2)n1,4%,69%[activator],-3,-20,0%,-6,-8%
Cc1cc(C)nc(SC(C)C(=O)N/N=C/c2cccs2)n1 (stereo not given),11%,-21%,-2,-3,1%,-36,-12%
NS(=O)(=O)c1cccc(NC(=O)c2cccc3c(Br)cccc23)c1,0%,-26%,-5,5,-12%,.,-11%
CC(C)C[C@@H](C)C(=O)N(Cc1ccccc1)c1ccccc1,11%,-4%,.,?,.,.,2%
CC(C)COc1ccc(C(=O)OCCN2CCOCC2)c(O)c1,16%,105%[activator],19,36,-4%,8,-12%
COc1ccc(S(=O)(=O)N2CCCCCC2)cc1C(=O)OCC(=O)NC(N)=O,-5%,2%,-4,17,6%,-8,?
O=C(CN1C(=O)COc2ccc(Cl)cc21)Nc1nccs1,25%,-19%,.,-13,.,.,1%
COCCCNC(=O)CCNS(=O)(=O)c1ccc(C)cc1,40%[activator],-16%,-2,-7,0%,-8,-2%
COc1cc(/C=C/C(=O)OCC(=O)Nc2cc(S(=O)(=O)N3CCCC3)ccc2Cl)cc(OC)c1OC,-15%,38%,.,-20,.,.,.
c1ccc(SCCCCNC2CCCC2)cc1,-9%,-7%,-1,-1,-24%,-2,-3%
COc1ccc(-c2nnc3n2C(C)(C)Cc2cc(OC)c(OC)cc2-3)cc1,.,5%,-2,.,3%,-17,-7%
